MT stabilize HCS: microtubule stabilizers in HeLa cells; HeLa tubulin immunostaining HCS, 24 h; share of cells brighter than vehicle mean+2SD; % tubulin-high responders, % at 10 µM; hit rate 0.83% among 200,000;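 active = plate Z-score above 3 for both tubulin-high and condensed-nucleus cell shares, with cell loss under 80%, at 10 µM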;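 note: anti alpha tubulin signal scored within the nucleus-defined area of each cell; some results filed as inactive read as strong as hits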
bCat nuc transl: modulators of beta-catenin nuclear translocation. HeLa beta-catenin nuclear translocation, immunofluorescence imaging. nuclear translocation activity, % at 5 µM. hit rate 0.3% among 190,000. AID 1665;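 active = nuclear translocation activity above 50% at 5 µM, with a well cell count of 50 or more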;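 note: per-cell ratio of nuclear to cytoplasmic median beta-catenin stain intensity; plate controls were DMSO negative control for no effect and GSK-3 inhibitor IX positive control for full effect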
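Test system: human HeLa cell line; Doses: 5 µM primary, 0.02–20 µM confirmation; Incubation: 24 h compound exposure, 37°C; Detection: beta-catenin immunofluorescence imaging with DAPI; Read-out: beta-catenin nuclear/cytoplasmic ratio, % activation.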
Ins promoter up: MIN6 insulin promoter up-regulation; MIN6 insulin promoter-GFP reporter, high-content imaging; hits give high values; z-score at 5 µM; hit rate 0.3% among 190,000; AID 1625;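 active = z-score above 3 at 5 µM with at least 500 cells counted in the well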
human PMI inhibition: inhibitors of human PMI, primary screen, biochemical, fluorescence intensity, coupled assay (AID 1209); purified PMI enzyme, coupled fluorescence intensity; higher % means a stronger effect; inhibition, % at 20 µM; hits with a dose series show IC50 in µM; hit rate 0.42% among 190,000;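 note: plate controls were DMSO vehicle for no effect and wells lacking substrate for full effect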
PMI inhibition: human PMI inhibitors, high substrate, primary screen, biochemical, fluorescence intensity, high mannose 6-phosphate (AID 1220); recombinant PMI enzyme, coupled fluorescence intensity; higher % means a stronger effect; inhibition, % at 20 µM, or IC50 in µM where a hit was titrated; hit rate 0.66% among 190,000
Autophagy mod: autophagy modulation, high-content screen | AID 463193 | MEF GFP-LC3 puncta imaging; test concentration mostly 10 µM | calls only at 10 µM (by protocol) | hit rate 0.98% among 190,000;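 active = percentage of spot-positive cells more than 3 SD above its plate mean, without a fluorescence outlier flag or 80% toxicity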;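 note: spot-positive cell cutoff set from DMSO-treated cells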
Dynein transport: blocks dynein driven cargo transport along microtubules; 3617.4 mouse cells, GR-EGFP nuclear translocation imaging; test concentration mostly 20 µM; stimulated with dexamethasone, 1 µM; hits give low values; z-score, hits read low; hit rate 0.47% among 220,000; AID 1381;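 active = plate z-score of nuclear minus cytoplasmic receptor signal below a set negative limit, without overly bright fluorescence or cell loss, cut at about -3.5 in these data, passing the limit was not always enough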;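 note: z-score of nuclear minus cytoplasmic ring GR-EGFP intensity difference per well; some compounds called inactive have numbers as strong as hits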
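Buffer or medium – tet-free medium with charcoal-stripped serum · Signal – automated 10x imaging of fixed Hoechst-stained cells · Also added – dexamethasone agonist, 1.0 µM final, for 30 min · Incubation – induction 48 h, compound 1 h, agonist 30 min · Read-out – GR-EGFP nuclear translocation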
WT yeast gro inh: growth inhibition of WT yeast, mitochondrial fusion screen. mitochondrial fusion phenotypic screen, WT strain. inhibition, % at 10 µM. hit rate 2.1% among 190,000. AID 1362; in the data active = inhibition above about 58%; tested in S. cerevisiae
Yfh1-off respiration: mitochondrial function rescue without frataxin homolog – Friedreich's ataxia, plus single-dose screen, dose response (AID 1465). S. cerevisiae Yfh1-off respiration, WST-1 reduction, 72 h; higher fold induction means a stronger effect. fold induction at 50 µM; hits with a dose series show EC50 in µM. hit rate 0.074% among 220,000;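 active = fold induction of absorbance versus untreated yeast above a set limit, then at least 30% activation at any dose in follow-up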;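 note: activators that raise dye reduction in frataxin-depleted yeast; strong numbers were not always called active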
WT yeast gro inh mutant strain: second read-out of WT yeast gro inh, no call of its own (marks repeat the call); inhibition, %; mitochondrial fusion phenotypic screen, mutant strain inhibition
Dynein transport cytoplasmic EGFP: recorded beside Dynein transport, whose call it bears; z-score; measured here: cytoplasmic GR-EGFP intensity; hits give high values
Dynein transport nuclear GR-EGFP: further read-out of Dynein transport, marked with its call; z-score; measured here: nuclear GR-EGFP intensity;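 lower value marks the stronger effect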
Dynein transport cell count: also measured in Dynein transport; calls as there; z-score; measured here: cell count per field
Ins promoter up cell count: recorded beside Ins promoter up, whose call it bears; cell count; measured here: cytotoxicity, nuclei count;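 total cells summed across four imaged fields per well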
bCat nuc transl cell count 5 µM: further read-out of bCat nuc transl, marked with its call; cell count; measured here: cell count, cytotoxicity flag
MT stabilize HCS Hoechst-high %: also measured in MT stabilize HCS; calls as there; % Hoechst-high responders; measured here: nuclear condensation Hoechst responders;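 share of cells brighter than vehicle mean plus two SD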
MT stabilize HCS cytotoxicity %: further read-out of MT stabilize HCS, marked with its call; toxicity, %; measured here: cytotoxicity by cell density;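 0% = mean cell density of plate MIN control wells and 100% = no cells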
Autophagy mod cell loss 18 h: recorded beside Autophagy mod, whose call it bears; toxicity, %; measured here: cell loss, nuclei count;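 cell loss after 18 h compound exposure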
An asterisk follows results filed as active. Cut-off read from the data, not from the text of the source, unless noted: active = inhibition above about 50%; inactive = the rest. Not a hit list. About 5% of those tested had a hit in this group.

Results for COc1ccc(C(=O)NC(CC(=O)O)c2cc([N+](=O)[O-])ccc2Cl)c(SC)c1 (stereo unspecified) ?
MT stabilize HCS: 1.5; bCat nuc transl: -1.4; human PMI inhibition: -17%; PMI inhibition: -8%; Autophagy mod: inactive; Dynein transport: -0.8; WT yeast gro inh: 9; Yfh1-off respiration: inactive; WT yeast gro inh mutant strain: 6; Dynein transport cytoplasmic EGFP: -0.26; Dynein transport nuclear GR-EGFP: -0.36; Dynein transport cell count: 1.2; bCat nuc transl cell count 5 µM: 1115; MT stabilize HCS Hoechst-high %: 1.5; MT stabilize HCS cytotoxicity %: 3.3; Autophagy mod cell loss 18 h: 10

What do the screens show for `Cn1c(SCC(=O)NCc2ccc3c(c2)OCO3)nnc1C1COc2ccccc2O1` (stereo unspecified)?
MT stabilize HCS: 5.6; bCat nuc transl: -2.6; Ins promoter up: -0.21; human PMI inhibition: 8%; PMI inhibition: 9%; Autophagy mod: inactive; Dynein transport: -0.44; WT yeast gro inh: 7; Yfh1-off respiration: inactive; WT yeast gro inh mutant strain: -2; Dynein transport cytoplasmic EGFP: -0.3; Dynein transport nuclear GR-EGFP: -0.11; Dynein transport cell count: 0.34; Ins promoter up cell count: 1264; bCat nuc transl cell count 5 µM: 1232; MT stabilize HCS Hoechst-high %: 4.0; MT stabilize HCS cytotoxicity %: 4.4; Autophagy mod cell loss 18 h: 10

Results for COc1ccc(S(=O)(=O)N2c3ccccc3OCC2C)cc1 (stereo unspecified) ?
MT stabilize HCS: 18*; bCat nuc transl: 111*; Ins promoter up: 0.44; human PMI inhibition: 0%; PMI inhibition: 0%; Autophagy mod: inactive; Dynein transport: 0.73; WT yeast gro inh: 8; Yfh1-off respiration: inactive; WT yeast gro inh mutant strain: 4; Dynein transport cytoplasmic EGFP: -0.18; Dynein transport nuclear GR-EGFP: 0.38; Dynein transport cell count: 0.12; Ins promoter up cell count: 882; bCat nuc transl cell count 5 µM: 253*; MT stabilize HCS Hoechst-high %: 51*; MT stabilize HCS cytotoxicity %: 47*; Autophagy mod cell loss 18 h: 33

Results for CCOC(=O)C1(C)NC(c2ccc(N(C)C)cc2)C2C(=O)N(CC)C(=O)C21 (stereo unspecified) ?
MT stabilize HCS: 2.3; bCat nuc transl: 1.3; Ins promoter up: -0.08; human PMI inhibition: 4%; PMI inhibition: 9%; Autophagy mod: inactive; Dynein transport: -0.92; WT yeast gro inh: 3; Yfh1-off respiration: inactive; WT yeast gro inh mutant strain: 5; Dynein transport cytoplasmic EGFP: -0.21; Dynein transport nuclear GR-EGFP: -0.33; Dynein transport cell count: 0.73; Ins promoter up cell count: 1408; bCat nuc transl cell count 5 µM: 1108; MT stabilize HCS Hoechst-high %: 1.6; MT stabilize HCS cytotoxicity %: 7.5; Autophagy mod cell loss 18 h: -13

How did COc1ccc(CNC(=O)c2ccc(CNc3c(NC4CCCCC4)c(=O)c3=O)cc2)cc1 do in these assays?
MT stabilize HCS: 4.5; bCat nuc transl: -2.0; Ins promoter up: 1.9; human PMI inhibition: 2%; PMI inhibition: -5%; Autophagy mod: inactive; Dynein transport: -0.83; WT yeast gro inh: -15; WT yeast gro inh mutant strain: 3; Dynein transport cytoplasmic EGFP: -0.23; Dynein transport nuclear GR-EGFP: 0.13; Dynein transport cell count: 0.75; Ins promoter up cell count: 1418; bCat nuc transl cell count 5 µM: 550; MT stabilize HCS Hoechst-high %: 2.1; MT stabilize HCS cytotoxicity %: 4.2; Autophagy mod cell loss 18 h: 4

Results for Cc1nc2ccc(S(=O)(=O)Nc3cccc(-c4nc5cccnc5s4)c3C)cc2s1 ?
MT stabilize HCS: 3.4; bCat nuc transl: -0.2; Ins promoter up: -0.27; human PMI inhibition: 4%; PMI inhibition: -1%; Autophagy mod: inactive; Dynein transport: -0.3; WT yeast gro inh: 24; Yfh1-off respiration: inactive; WT yeast gro inh mutant strain: 4; Dynein transport cytoplasmic EGFP: -0.15; Dynein transport nuclear GR-EGFP: 0.7; Dynein transport cell count: -0.2; Ins promoter up cell count: 960; bCat nuc transl cell count 5 µM: 529; MT stabilize HCS Hoechst-high %: 4.3; MT stabilize HCS cytotoxicity %: 7.5; Autophagy mod cell loss 18 h: 20

How did CS(=O)(=O)N(CC(=O)NC1CC2CCC1C2)c1cccc(C(F)(F)F)c1 (stereo unspecified) do in these assays?
MT stabilize HCS: 3.4; Ins promoter up: 2; human PMI inhibition: 7%; PMI inhibition: 0%; Autophagy mod: inactive; Dynein transport: -1; WT yeast gro inh: 5; Yfh1-off respiration: inactive; WT yeast gro inh mutant strain: 8; Dynein transport cytoplasmic EGFP: -0.17; Dynein transport nuclear GR-EGFP: -0.2; Dynein transport cell count: 0.49; Ins promoter up cell count: 1256; MT stabilize HCS Hoechst-high %: 1.4; MT stabilize HCS cytotoxicity %: 11; Autophagy mod cell loss 18 h: 1

How did O=C(Nc1cccc(S(=O)(=O)N2CCOCC2)c1)c1cnn2c(C(F)F)cc(-c3ccccc3)nc12 do in these assays?
MT stabilize HCS: 3.4; bCat nuc transl: 0.5; human PMI inhibition: 7%; PMI inhibition: -6%; Autophagy mod: inactive; Dynein transport: -0.62; WT yeast gro inh: 2; Yfh1-off respiration: inactive; WT yeast gro inh mutant strain: 0; Dynein transport cytoplasmic EGFP: 0.31; Dynein transport nuclear GR-EGFP: -0.12; Dynein transport cell count: 0.99; bCat nuc transl cell count 5 µM: 1031; MT stabilize HCS Hoechst-high %: 2.3; MT stabilize HCS cytotoxicity %: 4.2; Autophagy mod cell loss 18 h: 14

How did CCOC(=O)c1c(NC(=O)CN2CCN(c3ccc(Cl)cc3)CC2)sc(C)c1C do in these assays?
MT stabilize HCS: 2.2; bCat nuc transl: 1.1; Ins promoter up: 0.39; human PMI inhibition: 19%; PMI inhibition: 10%; Autophagy mod: inactive; Dynein transport: 0.12; WT yeast gro inh: -4; Yfh1-off respiration: inactive; WT yeast gro inh mutant strain: -5; Dynein transport cytoplasmic EGFP: -0.22; Dynein transport nuclear GR-EGFP: 0.37; Dynein transport cell count: 1.7; Ins promoter up cell count: 1415; bCat nuc transl cell count 5 µM: 1533; MT stabilize HCS Hoechst-high %: 2.4; MT stabilize HCS cytotoxicity %: 12; Autophagy mod cell loss 18 h: -14

What do the screens show for `O=C(C1CCC(Cn2c(=S)[nH]c3ccccc3c2=O)CC1)N1CCN(c2ccccc2)CC1` (stereo unspecified)?
MT stabilize HCS: 1.6; Autophagy mod: inactive; Dynein transport: 0.15; Yfh1-off respiration: inactive; Dynein transport cytoplasmic EGFP: 1.1; Dynein transport nuclear GR-EGFP: 0.5; Dynein transport cell count: 1.5; MT stabilize HCS Hoechst-high %: 0.6; MT stabilize HCS cytotoxicity %: 24; Autophagy mod cell loss 18 h: -1

What do the screens show for `COc1c(C)cc(C(=O)C2CCCN(C(=O)c3snnc3C)C2)cc1C` (stereo unspecified)?
MT stabilize HCS: 1.7; bCat nuc transl: -0.1; Ins promoter up: 0.18; human PMI inhibition: -4%; PMI inhibition: -5%; Autophagy mod: inactive; Dynein transport: 0.14; WT yeast gro inh: 30; Yfh1-off respiration: inactive; WT yeast gro inh mutant strain: 16; Dynein transport cytoplasmic EGFP: -0.3; Dynein transport nuclear GR-EGFP: 0.008; Dynein transport cell count: 0.14; Ins promoter up cell count: 1492; bCat nuc transl cell count 5 µM: 1131; MT stabilize HCS Hoechst-high %: 1.9; MT stabilize HCS cytotoxicity %: 1.4; Autophagy mod cell loss 18 h: 17

How did Cc1ccc(N=Nc2c(N)nn3c(N)c(C#N)c(C)nc23)cc1 do in these assays?
MT stabilize HCS: 1.6; bCat nuc transl: -3.3; human PMI inhibition: 7%; PMI inhibition: 1%; Autophagy mod: inactive; Dynein transport: 0.29; WT yeast gro inh: -3; Yfh1-off respiration: inactive; WT yeast gro inh mutant strain: -7; Dynein transport cytoplasmic EGFP: -0.21; Dynein transport nuclear GR-EGFP: 0.095; Dynein transport cell count: -0.47; bCat nuc transl cell count 5 µM: 1024; MT stabilize HCS Hoechst-high %: 2.2; MT stabilize HCS cytotoxicity %: 0.8; Autophagy mod cell loss 18 h: -1

What do the screens show for `CN(C)S(=O)(=O)c1ccc(/C(O)=C2/C(=O)C(=O)N(Cc3cccnc3)C2c2ccco2)cc1` (stereo unspecified)?
MT stabilize HCS: 5.7; bCat nuc transl: -0.9; Ins promoter up: 0.76; human PMI inhibition: -31%; PMI inhibition: -50%; Autophagy mod: inactive; Dynein transport: -0.13; WT yeast gro inh: 37; Yfh1-off respiration: inactive; WT yeast gro inh mutant strain: 7; Dynein transport cytoplasmic EGFP: 0.042; Dynein transport nuclear GR-EGFP: 0.057; Dynein transport cell count: 0.29; Ins promoter up cell count: 1541; bCat nuc transl cell count 5 µM: 1393; MT stabilize HCS Hoechst-high %: 2.7; MT stabilize HCS cytotoxicity %: 8.1; Autophagy mod cell loss 18 h: -8

Screening data from PubChem BioAssay.
